Screening results (PubChem BioAssay)
KDM5B inh – blocks human KDM5B histone demethylase activity; actives 2.6% (n = 220,000); Potency, µM (top dose mostly 57.7 µM), inactives show top-dose activity change, negative = inhibition, actives largely listed as inhibitors; KDM5B demethylase, FDH-coupled NADH fluorescence (FDH is formaldehyde dehydrogenase); active = well fitted inhibition curve with a large enough effect; inconclusive = small, poorly fitted or top-dose-only effect; inactive = no such curve, though single readings can be large or run the other way; note: 0% is about no effect; nearly all actives have a fitted effect of over 70% in size
Target sequence (Q9UGL1 whole entry, looked up): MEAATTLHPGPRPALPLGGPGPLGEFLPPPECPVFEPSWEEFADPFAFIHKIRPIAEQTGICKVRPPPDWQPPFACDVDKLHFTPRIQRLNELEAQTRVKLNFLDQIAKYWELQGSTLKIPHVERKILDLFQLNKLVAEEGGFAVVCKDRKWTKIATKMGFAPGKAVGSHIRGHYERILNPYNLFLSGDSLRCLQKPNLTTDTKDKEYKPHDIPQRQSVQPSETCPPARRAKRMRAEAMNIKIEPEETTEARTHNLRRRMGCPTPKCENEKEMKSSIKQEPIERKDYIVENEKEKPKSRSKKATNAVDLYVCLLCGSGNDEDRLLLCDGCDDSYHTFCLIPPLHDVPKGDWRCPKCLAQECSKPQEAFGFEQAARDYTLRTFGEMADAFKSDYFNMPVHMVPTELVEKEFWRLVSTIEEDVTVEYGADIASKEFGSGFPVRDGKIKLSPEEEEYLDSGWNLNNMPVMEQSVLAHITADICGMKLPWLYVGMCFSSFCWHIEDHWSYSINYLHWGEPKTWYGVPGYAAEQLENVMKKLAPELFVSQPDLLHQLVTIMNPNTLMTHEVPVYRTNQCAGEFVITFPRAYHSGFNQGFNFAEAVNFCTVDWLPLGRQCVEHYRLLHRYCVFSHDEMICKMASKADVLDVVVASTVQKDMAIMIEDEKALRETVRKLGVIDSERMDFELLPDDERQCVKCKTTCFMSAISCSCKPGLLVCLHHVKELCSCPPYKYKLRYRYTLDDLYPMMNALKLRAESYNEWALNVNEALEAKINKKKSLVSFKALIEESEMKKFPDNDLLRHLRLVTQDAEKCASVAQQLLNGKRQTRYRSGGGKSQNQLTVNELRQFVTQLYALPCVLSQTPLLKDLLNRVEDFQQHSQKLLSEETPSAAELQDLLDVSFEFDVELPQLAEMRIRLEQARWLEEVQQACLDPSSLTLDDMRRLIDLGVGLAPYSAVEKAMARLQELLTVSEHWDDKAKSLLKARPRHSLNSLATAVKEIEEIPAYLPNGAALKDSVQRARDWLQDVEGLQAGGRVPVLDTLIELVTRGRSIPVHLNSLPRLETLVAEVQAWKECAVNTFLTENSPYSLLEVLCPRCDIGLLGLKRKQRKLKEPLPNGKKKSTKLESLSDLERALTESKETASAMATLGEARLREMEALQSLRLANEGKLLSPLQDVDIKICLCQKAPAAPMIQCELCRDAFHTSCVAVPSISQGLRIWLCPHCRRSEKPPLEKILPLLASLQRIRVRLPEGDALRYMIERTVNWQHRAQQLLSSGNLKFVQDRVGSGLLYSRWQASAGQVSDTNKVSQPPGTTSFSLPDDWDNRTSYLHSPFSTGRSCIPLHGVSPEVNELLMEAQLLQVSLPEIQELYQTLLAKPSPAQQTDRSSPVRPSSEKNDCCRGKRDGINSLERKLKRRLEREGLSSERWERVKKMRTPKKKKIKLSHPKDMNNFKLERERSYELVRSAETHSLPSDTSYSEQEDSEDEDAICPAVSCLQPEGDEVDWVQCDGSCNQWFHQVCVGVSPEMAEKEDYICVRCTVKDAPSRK
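Measured: NADH fluorescence change, 30 min, RT. System: KDM5BΔAP 200 nM final, H3K4me3 peptide, α-KG, Fe(II), ascorbate, NAD⁺ plus FDH, pH 7.5 HEPES. Compounds: titrated, 10 min pre-incubation with enzyme.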
Active calls of the source: *; u = inconclusive; & = joins results of further samples; [ ] = remark or other dose. Potency is the fitted concentration of half-maximal effect.

KDM5B inh,Compound
10%,CS(=O)(=O)N1CCC(N2CC(OCC3CC3)C23CCCCC3)CC1 (stereo unspecified)
21%,Cc1ccccc1NC(=O)COc1ccc2c(c1)OC(C)(C)CC2=O
-4%[86.2 µM],CN(C)[S+](=O)([O-])c1ccc2c(c1)OCCN(Cc1cccc(F)c1F)C2
u,COc1ccc2cc(C(=O)N3CCN(c4ccccc4O)CC3)c(C)nc2c1
-23%,O=C(CSc1nc(=O)n(Cc2ccco2)c2c1CCC2)NCc1ccc(Cl)cc1
16%[115 µM],c1csc(CNC[C@H]2Cn3ccnc3CO2)c1
u,O=S(c1cc(Cl)cc(Cl)c1O)c1cc(Cl)cc(Cl)c1O
-11%,Nc1ccc([N+](=O)[O-])c2ncccc12
6%,CCc1noc(-c2nc(-c3ccccc3F)no2)n1
14%,O=C(Cc1coc2cc3c(cc12)CCC3)OCCOc1ccccc1
-14%,O=C(Nc1cnc(-c2cccc(Cl)c2)nc1)c1ccsc1
-10%,COc1ccc(C(=O)N2CC(c3nnc(-c4ccncc4)o3)C3(CCOCC3)C2)cc1 (stereo unspecified)
9%,Cc1ccc(OC2(C(=O)N[C@H]3CCc4ccccc43)CCNCC2)cc1
13%,CCOc1cccc(/C=C(/C#N)c2ccc(C(F)(F)F)cn2)c1
34%,O=C(c1ccco1)N1CCN(Cc2nnnn2C2CCCCC2)CC1
55%[activator],Cc1cc(C(=O)COC(=O)c2nccnc2N)c(C)n1CC(F)(F)F
-7%,COc1ccccc1OCC(=O)c1ccc2c(c1)N(C(C)C(=O)NCCc1ccccc1)C(=O)CO2 (stereo unspecified)
2%,Cc1ccc(NC(=O)Cn2c(=O)n(CCCS(=O)(=O)C3CCCCC3)c(=O)c3ccccc32)cc1F
-13%,CCOc1ccc(NC(=O)CCS(=O)(=O)c2cccc3nonc23)cc1
20%,O=C(CC1CC1)N1C[C@H]2OC(=O)N(CCc3cccc(Cl)c3)[C@H]2C1
u,CCNC(=O)c1cc(-c2ccc(OC)cc2OC)nc2ccccc12
u,COc1ccc(-n2c(=O)c3c(c4cc(OC)ccc4n3C)n(Cc3cc(C)ccc3C)c2=O)cc1
14%,COCCNC(=O)[C@@H]1C[C@H](Oc2cccnc2)CN1C(=O)C1CC=CC1
-2%,O=C(Cc1ccccc1)N1CCC(Cc2nc(-c3ccccc3)n[nH]2)CC1
-30%,COc1ccc(S(=O)(=O)N2C[C@@H]3C[C@H](C2)c2ccc(NS(=O)(=O)c4cccc(F)c4)c(=O)n2C3)cc1
-7%,CC(OC(=O)c1nn(C)c(=O)c2ccccc12)c1ccccc1 (stereo unspecified)
5%,Cc1cccc(CN2CCC(CNC(=O)c3cnc(N4CCOCC4)c4ccccc34)CC2)c1
13%,Cn1c(CNC(=O)C(Cc2ccccc2)NC(=O)Cc2ccc(Cl)cc2)cc(=O)n(C)c1=O (stereo unspecified)
u,CCOc1ccc(-c2cc3c(=O)n(CCNC(=O)Cc4cccc(F)c4)ccn3n2)cc1
u,CC(C)CC(=O)Nc1nc2c(s1)CC(C(C)(C)C)CC2 (stereo unspecified)
-20%,CCCSc1nc(N)c2c3c(sc2n1)CCCC3C (stereo unspecified)
-25%,CC(C)CCN1C(=O)CC[C@]2(C(=O)NCc3cccc(Cl)c3)CCCC[C@@H]12
26%,C/C(CCc1ccc(OC(C)C)cc1)=N\O
-30%[86.2 µM],CN(C)c1cccc(-c2cc(C(=O)NCc3cccnc3)c3c(c2)ncn3C)c1
10%,O=C(Nc1ccc2[nH]c(=O)[nH]c2c1)c1nn(-c2ccc(F)c(F)c2)c2c1CCC2
25%,CCc1ccc(OC(=O)c2ccccc2F)cc1
9%&9%,CCc1cc(=O)n(CC(=O)Nc2cccc(C#N)c2)c(-c2ccccc2)n1
8%,COCCNC(=O)C1CCN(Cc2cc3ccccc3n2Cc2ccc(C)cc2)CC1
-9%,Cc1ccc(CNC(=O)CN2CC3CC(C2)[C@H]2CCCC(=O)N2C3)o1 (stereo partly specified)
20%,O=C(CCC1CCCCC1)NCCC12CC3CC(CC(C3)C1)C2
20%,O=C(c1ccc(F)cc1Cl)N1CCN(c2cn[nH]c(=O)c2Cl)CC1
8%,O=C(CC1CCCN(c2cnn(CC3CC3)c(=O)c2)C1)NCc1ccccn1 (stereo unspecified)
0%[86.2 µM],CC(C)(C)c1ccnc(N[C@H]2CO[C@H]3[C@@H]2OC[C@@H]3NC(=O)c2ccco2)n1
u,CCn1cc2nc(SCC(=O)Nc3ccc(OC)c(Cl)c3)n(Cc3ccc(OC)cc3)c(=O)c2n1
u,CN(C)c1ccc(C=Nc2ccc(O)cc2)cc1
u,Cn1ccc(Nc2nccc3c(=O)cc(-c4cccnc4)oc23)n1
-4%,CCCCN1C(=O)C2(SC(NC(C)=O)=NN2C(C)=O)c2ccccc21 (stereo unspecified)
u,OCC1CCCCN1CC(O)COC(c1ccc(F)cc1)c1ccc(F)cc1 (stereo unspecified)
1%,COc1ccccc1N1CCN([C@H]2[C@@H]3OC[C@@H](O3)[C@@H](NC(=O)Nc3ccc(F)cc3)[C@@H]2O)CC1
-14%,Cc1ccc(NC(=O)CN2C(=O)C3(SCC(=O)N3c3ccc(C)cc3)c3ccccc32)cc1 (stereo unspecified)
12%,Cc1ccc(S(=O)(=O)NCC(=O)NCC(=O)NCCc2ccccc2F)cc1C
-11%,CCc1csc(Cn2cc(-c3cncnc3)nn2)n1
1%,Cc1ccc(OCC(=O)N2CC(Oc3ccc(-c4nc(-c5ccccc5)no4)cc3)C2)cc1
0%,O=C([C@H]1CNC[C@H](C(=O)N2CCN(c3cccnc3)CC2)C1)N1CCOCC1
u,COc1cccc(NC(=O)CSc2nc(O)c(C/C=C/c3ccccc3)c(=O)[nH]2)c1
6%,O=C(NCc1ccc(N2CCCCC2)cc1)c1cnc(-c2ccccc2)nc1-c1ccncc1

The listing continues.
KDM5B inh,Compound
-23%,CC(Sc1nnc2c(Cl)cc(C(F)(F)F)cn12)c1ccc(F)cc1 (stereo unspecified)
u,Cc1cccc2[nH]c(C(=O)O)cc12
10%,CC(OC(=O)c1cc[n+]([O-])cc1)C(=O)Nc1ccc2ccccc2c1 (stereo unspecified)
10%,CCOc1ccc(NC(=O)CCS(=O)(=O)c2cc3c4c(c2)CCN4C(=O)CC3)cc1
-26%,CCNc1nc(SCC(=O)N2CCC2)nc2ccccc12
19%,CC(=O)N1CCC(C(=O)NCCOc2cccc(C)c2)CC1
-21%,COc1cc(C)ccc1Oc1ccc(NC(=O)c2ccc3c(c2)NC(=O)CS3)cn1
-18%,CS(=O)(=O)CC(O)c1cc2n(n1)CCN(Cc1ccc(Cl)s1)C2 (stereo unspecified)
-10%,O=S(=O)(NCc1cccs1)c1ccc(Cl)s1
u,COC(=O)c1cc(-c2cnn(C)c2C)nc2ccccc12
u,CC(C)N1CCC(CCNC(=O)CCC[C@H]2NC[C@@H]3C[C@H]2CN(Cc2ccccc2)C3)CC1
-8%,Cc1oc2cc(OCC(=O)c3ccccc3)ccc2c(=O)c1-c1ccccc1
u,COc1ccc(S(=O)(=O)NCCc2sc(-c3ccccc3)nc2C)cc1F
-8%&-21%,CC(=O)c1cccc(S(=O)(=O)NCCc2csc3nc(-c4ccc(F)cc4)nn23)c1
21%,O=C(COC(=O)c1cc(Cl)ccc1[N+](=O)[O-])c1ccc(C2CCCCC2)cc1
-16%,CC(C)Nc1nnc(SCc2ncc(-c3ccccc3)o2)s1
-9%,COc1ccc(C(=O)NC2CC2)cc1S(=O)(=O)N(C)C
17%,CCOc1ccc(OCc2nc3ccccc3[nH]2)cc1
-26%[86.2 µM],Cc1cc(-c2cc3c(cn2)CN(Cc2c[nH]c4ccccc24)CCN3)ccn1
-9%,COc1ccc(CC(=O)OCC(=O)Nc2ccc(OC(F)F)cc2)cc1OC
5%,O=C1NC2(CCN(C(=O)c3ccc(Cl)c(F)c3)CC2)CC1c1ccccc1 (stereo unspecified)
0%,CCn1c(=O)c2sc(N3CCCC3)nc2n(CC(=O)Nc2cc(F)ccc2C)c1=O
4%,O=C(c1ccn[nH]1)N1CCC[C@H](n2c(=O)n(CC3CC3)c3cccnc32)C1
-4%[86.2 µM],C[C@H](O)c1c(-c2ccc(Cl)cc2)noc1C(=O)N(C)C
-13%,COCC1CN(C(C)=O)CC12CCN(S(=O)(=O)Cc1ccc(F)cc1)CC2 (stereo unspecified)
-15%,COc1ccc(C(=O)N2CCC(Oc3ccc(-c4noc(C(C)C)n4)cc3)C2)cc1 (stereo unspecified)
11%,CC(NC(=O)/C=C/c1ccccc1[N+](=O)[O-])C1CC2CCC1C2 (stereo unspecified)
-8%,CC(C)/C=C1\CCCC\C1=N/NC(N)=O
-10%,COc1ccc(-c2nc(CS(=O)CC(=O)NCc3ccccc3Cl)c(C)o2)cc1 (stereo unspecified)
13%[86.2 µM],CC(c1cccs1)N(C)Cc1ccc(F)cc1 (stereo unspecified)
u,COc1ccc(/C=N/N(c2ccccc2)c2ccccc2)cc1O
37%[86.2 µM],C#CCNC(=O)[C@@H]1Cc2cn(Cc3ccncc3)c3cccc(c23)[C@H](CC(C)C)N1
u,Cc1noc(C)c1-c1cc(-c2ccncc2)cn2cncc12
-25%,CC(c1nc2ccccc2s1)N(C)S(=O)(=O)/C=C/c1ccccc1 (stereo unspecified)
0%,Cn1cnc(S(=O)(=O)N2CCC3(CCCCO3)CC2)c1
-15%,Cc1cc(NC(=O)[C@@H]2CCCN2S(=O)(=O)c2ccccc2)no1
u,CCOC(=O)c1c(NC(=O)c2ccccc2Cl)sc2c1CCCC2
-20%,Cc1cccc(C(=O)N2CCc3cc(CNC(=O)c4ccco4)ccc32)c1
4%,Cc1nc2nc(SCC(=O)NCCc3ccc(Cl)cc3)nn2c(C)c1Cc1ccccc1
u,C#CCOc1c(Br)cc(C2C(C(=O)OC)=C(C)NC3=C2C(=O)c2ccccc23)cc1OCC (stereo unspecified)
-25%[86.2 µM],c1ccc(-c2cc(CC3(NCc4ccco4)COC3)no2)nc1
14%,Cn1cnc(S(=O)(=O)N2CCC(c3noc(-c4ccccn4)n3)C2)c1 (stereo unspecified)
-21%,CCOc1ccc(-n2c(C)nc3cc(C(=O)NCc4ccc(F)cc4)ccc32)cc1
13%,C/C(=N\NC(=O)c1cccc(Cl)c1)c1ccc(C)s1
u,COc1ccc(NC(=O)C2CCC(CNS(=O)(=O)c3cccc4nsnc34)CC2)cc1OC (stereo unspecified)
u,COc1ccc(OC)c(CN2CCN(Cc3cc(=O)oc4cc(O)ccc34)CC2)c1
u,O=C(C1CCCN(Cc2ccc(Br)cc2)C1)N1CCCCC1 (stereo unspecified)
3%,CCCNC(=O)CN1C(=O)COc2ccc(S(=O)(=O)N3CCCC3)cc21
-6%,CCOc1ccc(CCNC(=O)c2ccc(C)c(-n3cnc4cccnc43)c2)cc1
26%[86.2 µM],CCNC(=O)Nc1ccc([C@H]2OCC(=O)N(Cc3scnc3C)[C@@H]2CO)cc1
-6%,COc1ccc(Nc2nc(N)c([N+](=O)[O-])c(N3CCOCC3)n2)cc1
u,CCOC(=O)C1=C(CS(=O)(=O)c2ccc(F)c(C)c2)NC(=O)NC1c1ccc(F)c(F)c1 (stereo unspecified)
-12%,Cc1sc(NC(=S)NC(=O)c2ccco2)c(C#N)c1C
5%,Clc1ccccc1-c1noc(-c2ccc(Br)cc2)n1
5%,O=C(O)CCCc1nc(-c2ccncc2)nn1C1Cc2ccccc2C1
8%,CN(Cc1ccccc1)Cc1nc2c(n1Cc1ccccc1)C(=O)N(Cc1ccccc1F)CCN2

The list continues:
KDM5B inh,Compound
21%,C[C@@H]1NC(=O)[C@H]2C[C@@]3(c4ccccc4)c4ccccc4N[C@H]3N2C1=O
-12%,O=C(O)c1ccc(CN2CCC(N3CCCC(C(=O)N4CCCC4)C3)CC2)cc1 (stereo unspecified)
-11%[115 µM],CN(Cc1ccc(F)cc1)C(=O)C(C)(C)C
4%,CCN(CC)C(=O)Cn1nc(-c2ccc(Cl)cc2)c2ccccc2c1=O
-1%,CC(C(=O)NC1CCCC1)N1CCN(Cc2ccc(C(F)(F)F)cc2)CC1 (stereo unspecified)

A portion of the library. The share of hits here may be higher or lower than overall.
